# LYP phosphatase – inhibitors of LYP phosphatase, biochemical, fluorescence intensity, uHTS (AID 1779). Tyrosine-protein phosphatase non-receptor type 22 (Homo sapiens). recombinant LYP phosphatase, fluorescence intensity; higher % means a stronger effect. one-dose inhibition, % at 11.5 µM; IC50 in µM for titrated hits. 0.054% of 290,000 active; in the data active = inhibition above about 50%;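 note: plate controls were vehicle with enzyme for no effect and no enzyme for full effect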
# Numbers without * were called inactive. These rows are one share of the data; the hit share may differ from the screen's.
SMILES,LYP phosphatase
O=C1c2cccc3c([N+](=O)[O-])ccc(c23)C(=O)N1O,-4%
N/C(=N\OC(=O)CCCc1ccccc1)c1ccccc1,-6%
COc1cccc(NC(=O)CN2C(=O)COc3ccc(S(=O)(=O)N4CCCCCC4)cc32)c1,-13%
CC(=O)c1ccc(S(=O)(=O)N(CCCO)Cc2cc3cc(C)ccc3[nH]c2=O)cc1,-1%
Cc1cc(C)c(S(=O)(=O)/N=C2\C=C(Nc3ccc(C(=O)O)cc3)C(=O)c3ccccc32)c(C)c1,0%
Cc1ccc(NC(=O)CCc2ccc(C)o2)c(C)c1,-11%
Cc1nn(S(=O)(=O)c2ccc(Br)cc2)c(C)c1S(=O)(=O)N1CCOCC1,-10%
O=C(OC(C(=O)c1c[nH]c2ccccc12)c1ccccc1)c1cnccn1 (configuration not stated),-4%
Nc1ncc2c(n1)-c1ccoc1CC2,-12%
Cc1cc([N+](=O)[O-])ccc1NC(=O)c1cc2ccccc2o1,-7%
COc1ccc(NC(=O)CCCNC(=O)Cn2cnc3sc4c(c3c2=O)CCCC4)cc1OC,-9%
CC(C)CN1CCC(=O)N(CCC#N)CC1,-10%
Cc1ccc(S(=O)(=O)NC(CC(C)C)C(=O)N2CC(C)OC(C)C2)cc1 (configuration not stated),-10%
Cc1ccc(S(=O)(=O)c2c(C)c(C)c(C)[nH]c2=O)cc1,-6%
O=C(N/N=C/c1ccccc1F)c1cc2c(ccc3ccccc32)o1,-10%
COC(=O)c1ccc2[nH]cc(CCO)c2c1,-12%
COc1ccc(C2=CSC3=NCCN23)cc1[N+](=O)[O-],0%
COc1ccc(S(=O)(=O)Nc2cccc(-n3cnnn3)c2)cc1,-6%
N#Cc1ccc(/C=C2\CCn3c2nc2cc(C(=O)O)ccc2c3=O)cc1,-5%
CC(CCN1CCOCC1)c1ccccc1 (configuration not stated),-1%
Cc1cccc(N(C(=O)c2sc(C)nc2C)C(C(=O)NCC2CCCO2)c2ccccc2)c1 (configuration not stated),-10%
O=C(CC1C(=O)NCCN1Cc1ccc(F)cc1Cl)NCc1ccon1 (configuration not stated),-5%
COc1cc(C(C(=O)NCC2CCCO2)N(C(=O)Cn2nnc3ccccc32)c2ccc(C(C)=O)cc2)ccc1O (configuration not stated),-11%
CCN1CCN(C(CNS(=O)(=O)c2ccc(OC)c(C)c2)c2cccnc2)CC1 (configuration not stated),-11%
Cc1ccccc1C(=O)Oc1ccc(Cl)cc1C(=S)N1CCOCC1,-3%
CSc1nnc(CNS(=O)(=O)c2ccc(F)cc2)n1C,-11%
CCOc1ccc2[nH]c3nc(SCC(=O)OC(C)C)nnc3c2c1,-11%
CSCC[C@H](NS(=O)(=O)c1ccc(C)cc1)C(=O)N1CCC(C(=O)N[C@H](C(=O)O)c2ccccc2)CC1,-7%
O=C(NCCCCc1ccccc1)c1cc([N+](=O)[O-])cc([N+](=O)[O-])c1,-10%
Cc1c(C=O)c2ccccc2n1CCOc1ccccc1,-4%
CCOc1ccccc1NC(=O)CN1C(=O)COc2ccc(S(=O)(=O)N3CCOCC3)cc21,-11%
O=C(NCc1ccccc1)c1cc(-c2ccncc2)nc2ccccc12,-6%
O=C(NN1CCOCC1)c1ccccc1,-4%
NC(=O)c1ccc(NC(=O)CCN2C(=O)c3ccccc3C2=O)cc1,-8%
COc1ccc(N/C=C/C(=O)c2cc(OC)c(OC)c(OC)c2)cc1,-7%
Cc1ccc(C(=O)N/C(=C\c2cn(C)c3ccccc23)C(=O)NCCCN2CCOCC2)cc1,-5%
O=C(O)c1ccc(C2(c3ccc(C(=O)O)cc3)OC(=O)c3ccccc32)cc1,-12%
Cc1ccc(-n2ncc3c(=O)n(CC(=O)N(C(C)C)C(C)C)cnc32)cc1,-5%
O=C(Nc1ccccc1N1CCOCC1)c1ccc2c(c1)OCCO2,-6%
COc1ccc(NC2CCCN(C(=O)CCc3ccncc3)C2)cc1OC (configuration not stated),-9%
Cc1ccc(C)c(NC(=O)c2cc([N+](=O)[O-])cc([N+](=O)[O-])c2)c1,-3%
Cc1nnc(NCc2cccc(Cl)c2)c2ccccc12,-10%
Cn1c(-c2ccc(Br)cc2)cnc1NCc1ccc(C#N)cc1,-9%
CC(C)Cn1c(C23CC4CC(CC(C4)C2)C3)n[nH]c1=S,-10%
CN(C)c1ccc(-c2nc3cc(N)ccc3o2)cc1,-9%
O=C(O)Cc1c(-c2ccccc2)c2cc(Cl)ccc2[nH]c1=O,-4%
CCCOP(=O)(c1ccc(N(C)C)cc1)C(O)c1ccc(N(C)C)cc1 (configuration not stated),-5%
CCN(C(=O)CN1C(=O)NC(c2ccccc2)(c2ccccc2)C1=O)c1ccccc1,-8%
Cc1ccc(S(=O)(=O)CC(=O)Nc2cccc(C)n2)cc1,-6%
O=C1CCNCCN1[C@H](CO)c1ccccc1,2%
CC(=O)Nc1ccc(S(=O)(=O)NCCC(=O)N2CCc3ccccc32)cc1,-11%
Cc1c(C(=O)Nc2ccc(C(=O)Nc3ccccc3)cc2)cccc1[N+](=O)[O-],0%
COC(CNc1nc(SC)nc2sc3c(c12)CCN(C)C3)OC,-8%
Cc1cc(C)c(C(=O)NCC2CCCO2)c(C)c1C(=O)NCC1CCCO1 (configuration not stated),-13%
Cc1cc(C)cc(OCC(=O)Nc2cc(NC(=O)COc3cc(C)cc(C)c3)cc(C(=O)O)c2)c1,2%
CCCNC(=O)COc1coc(CN2CCN(c3ccccc3)CC2)cc1=O,-8%
CCc1nnc(NC(=O)CSc2nnc(C3CC3)n2C)s1,-5%
COc1ccc(C)cc1-n1c(SCC(=O)NCC2CCCO2)nc2c([nH]c3ccccc32)c1=O (configuration not stated),-4%
Cc1c(C(=O)N2c3ccccc3CC2C)oc2ccccc12 (configuration not stated),1%
CCN(CC(=O)Nc1ccc(OC)cc1)C(=O)CCS(=O)(=O)c1ccc(C)cc1,-11%

# Entries from the list above that contain bromine:
SMILES,LYP phosphatase
Cc1nn(S(=O)(=O)c2ccc(Br)cc2)c(C)c1S(=O)(=O)N1CCOCC1,-10%
Cn1c(-c2ccc(Br)cc2)cnc1NCc1ccc(C#N)cc1,-9%

# In a second layout: 7 of the compounds above
LYP phosphatase	smiles
-5%	O=C(CC1C(=O)NCCN1Cc1ccc(F)cc1Cl)NCc1ccon1 (configuration not stated)
-11%	COc1cc(C(C(=O)NCC2CCCO2)N(C(=O)Cn2nnc3ccccc32)c2ccc(C(C)=O)cc2)ccc1O (configuration not stated)
-11%	CCN1CCN(C(CNS(=O)(=O)c2ccc(OC)c(C)c2)c2cccnc2)CC1 (configuration not stated)
-3%	Cc1ccccc1C(=O)Oc1ccc(Cl)cc1C(=S)N1CCOCC1
-11%	CSc1nnc(CNS(=O)(=O)c2ccc(F)cc2)n1C
-11%	CCOc1ccc2[nH]c3nc(SCC(=O)OC(C)C)nnc3c2c1
-7%	CSCC[C@H](NS(=O)(=O)c1ccc(C)cc1)C(=O)N1CCC(C(=O)N[C@H](C(=O)O)c2ccccc2)CC1

# Other results:
SMILES,LYP phosphatase
Cc1cccc(NC(=O)N2CCCc3ccccc32)c1C,-6%
O=C1CCN(Cc2ccccc2)CCN1CCSc1ccccc1,-12%
COc1ccc(NC(=O)C(NC(C)=O)C(=O)Nc2ccc(F)cc2)cc1 (configuration not stated),-6%
CCCn1nc(C(=O)NNC(=O)c2cccc(S(=O)(=O)NC(C)C)c2)c2ccccc2c1=O,-7%
COc1ccc(N(Cc2cc3cccc(C)c3[nH]c2=O)S(=O)(=O)c2ccc(Cl)cc2)cc1,-6%
CCc1ccc(CNC(=O)c2ccc(OC3CCN(C(C)=O)CC3)c(OC)c2)nc1,-9%
Cc1ccc2c(c1)N(CC(=O)NCCCN1CCCCC1C)C(=O)c1cccnc1O2 (configuration not stated),-14%
CC(C)Oc1ccccc1/C=N/NC(=O)C1CCCC1,-9%
Cc1cc(SCc2ccccc2C)nc(=O)[nH]1,-6%
Cc1c2cnn(CC(=O)NCCN3CCOCC3)c(=O)c2c(C)n1Cc1ccc(F)cc1,-6%
O=C(NCC1CCCO1)c1cc2c([nH]c3ccccc32)c(-c2cccc(Cl)c2)n1 (configuration not stated),-4%
Cn1c(=O)c(C(=O)NNC(=O)c2ccccc2Cl)c(O)c2ccccc21,-4%
COc1ccc(N2CCN(C(CNC(=O)CC(C)(C)C)c3ccc4c(c3)OCO4)CC2)cc1 (configuration not stated),-5%
CCCN(C(=O)Cn1ncc2c([nH]c3ccccc32)c1=O)c1ccccc1C,-9%
CSCC[C@H](NC(=O)N1CCn2c1nc1ccccc12)C(=O)NC1CC1,-9%
CC1CCCN(S(=O)(=O)c2ccc3c(c2)c(=O)nc2ccc(Cl)cn23)C1 (configuration not stated),-14%
Cc1cc(N2C(=O)C(O)=C(C(=O)c3ccco3)C2c2ccccc2F)no1 (configuration not stated),-6%
CCc1ccc(NC(=O)C2CCCN2S(=O)(=O)c2ccc3c(c2)C(C)(C)C(=O)N3C)cc1 (configuration not stated),-7%
O=C(CCNC(=O)c1ccccc1Cl)Nc1ccccc1N1CCCC1,-1%
CCCCc1cc(=O)oc2cc(OCC(=O)N3C[C@H]4C[C@@H](C3)c3cccc(=O)n3C4)ccc12,-5%
CCCCC(=O)Nc1nnc(/C=C/c2ccc(OC)cc2)s1,-12%
CSc1ncc(C(=O)Nc2ccc(Cl)cc2)c(C)n1,-8%
CC1CC(C)CN(S(=O)(=O)c2ccc3c(c2)CCN3C(=O)CCC(=O)O)C1 (configuration not stated),-11%
COCCCn1nnnc1SCC(=O)Nc1nc2ccccc2s1,-4%
CC(C)[C@H]1COCCS(=O)(=O)N1Cc1ccc(Cl)cc1,-5%
Cc1ccc(C2(C)NC(=O)N(CC(=O)N3CCN(S(=O)(=O)c4cccc(F)c4)CC3)C2=O)cc1 (configuration not stated),-9%
Cc1ccc2[nH]c3nc(N/N=C/c4cccc(O)c4)nnc3c2c1,-3%
C=CCCC(=O)N1CCC(CCC(=O)NC2CC2)CC1,-10%
CCOC(=O)N1CCC(NC(=O)CC2C(=O)NCCN2Cc2ccccc2)CC1 (configuration not stated),-11%
Cc1cc(NC(=O)c2ccc(F)cc2)n(-c2ccccc2)n1,-13%
O=C(O)Cn1c(=O)c2c3c(sc2n(Cc2ccc(Cl)cc2Cl)c1=O)CCCC3,-2%
COC(=O)[C@H]1Cc2c([nH]c3ccccc23)[C@H](c2ccccc2)N1,-8%
O=C(Nc1ccccc1)c1ccc(S(=O)(=O)N2CCC(C(=O)O)CC2)cc1,-12%
CC(C(=O)OCC(=O)c1cccc([N+](=O)[O-])c1)N1C(=O)C2C3C=CC(C3)C2C1=O (configuration not stated),-7%
C=CCN1C(=O)C2(OCCCO2)c2cc(C)ccc21,-2%
COc1ccccc1OCc1cc(C(=O)N2CC3C[C@@H]4CC2C[C@H](C3)C4)no1,2%
O=S(=O)(c1cccs1)N1CCN(c2ccccc2Cl)CC1,-8%
Cc1cc(NC(=O)CSc2nc(Cc3ccccc3)c(C)[nH]2)no1,-10%
Cc1cc(C)c(NC(=O)CS(=O)CC(=O)Nc2ccc(N3CCOCC3)cc2)c(C)c1 (configuration not stated),-15%
CC1CCCCN1C(=O)c1ccc(CS(=O)(=O)Cc2ccccc2)cc1 (configuration not stated),-5%
COc1ccc(NC(=O)C2CCN(C(=O)[C@@H]3Cc4ccccc4CN3C(=O)OC(C)(C)C)CC2)cc1,-3%
CC(=O)Nc1ccc(S(=O)(=O)Nc2ccccc2C(=O)N2CCCCC2)cc1,-4%
C/C(=N\Nc1ccccc1C)c1cccnc1,-7%
COc1cc(C(=O)N/C(=C\c2cn(C)c3ccccc23)C(=O)NCCCn2ccnc2)cc(OC)c1OC,-5%
COc1ccccc1NC(=O)C1C2C=CC(C2)C1C(=O)NCc1cccnc1 (configuration not stated),-10%
O=C(C1CCCC1)N1CCN(S(=O)(=O)c2cccc(Cl)c2Cl)CC1,-7%
CC(OC(=O)Cn1nnc2ccccc21)C(=O)NC1CCCC1 (configuration not stated),-8%
O=C(CCCCC(=O)Nc1ccccc1)Nc1ccccc1,-5%
CN(CC(=O)NCc1ccc(F)cc1)Cc1cccc(Cl)c1,-1%
O=C(NCCC(=O)N1CCCC1)c1ccccc1Cl,-4%
CN(Cc1cccc(F)c1)C(=O)c1ccc2c(=O)n3c(nc2c1)CCC3,-4%
CC1CCN(C(=O)C2CCN(c3ncnc4c3nc3n4CCCCC3)CC2)CC1,-9%
Cn1c(=O)c2sccc2n2c(CCCC(=O)Nc3ccc(F)cc3F)nnc12,-13%
CN(Cc1ccsc1)C(=O)Cn1cc(Br)ccc1=O,-8%
FC(F)(F)c1nnc2c3ccccc3c(Cl)nn12,-6%
CC1([N+](=O)[O-])COC2(OC1)C(=O)Nc1ccccc12 (configuration not stated),-5%
O=C(NC1CCCCC1)c1cc2cc(Br)ccc2o1,-6%
COc1ccc(Cn2ccnc2SCC(=O)NC2CCCC2)cc1,-9%
CCC(C)c1ccccc1OCCCN(C)Cc1ccccc1 (configuration not stated),-12%
CSc1ccccc1OCc1cc(C(=O)N(C)Cc2cnccn2)no1,1%

# Random excerpt: six entries already listed.
SMILES,LYP phosphatase
O=C(CCCCC(=O)Nc1ccccc1)Nc1ccccc1,-5%
COc1ccccc1NC(=O)C1C2C=CC(C2)C1C(=O)NCc1cccnc1 (configuration not stated),-10%
C/C(=N\Nc1ccccc1C)c1cccnc1,-7%
CC(=O)Nc1ccc(S(=O)(=O)Nc2ccccc2C(=O)N2CCCCC2)cc1,-4%
CN(Cc1cccc(F)c1)C(=O)c1ccc2c(=O)n3c(nc2c1)CCC3,-4%
FC(F)(F)c1nnc2c3ccccc3c(Cl)nn12,-6%

# Bioassay records deposited in PubChem by Sanford-Burnham Center for Chemical Genomics.
